HIF activator = HIF pathway transcriptional activation | U2OS HRE-luciferase reporter, luminescence; normalized: DMSO 0%, desferrioxamine 100% | activation, % at 7.5 µM (by protocol) | 300,000 tested, 0.32% active | AID 1910;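 active means mean activation of at least 10% of the iron chelator positive control signal, with at least half of replicates also reaching 10%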
TRPC4 block = inhibitors of mouse TRPC4 channel; Q9QUQ5; HEK293 TRPC4beta/mu-opioid, DAMGO-evoked Fluo4 calcium flux; hits give low values; B-score at 10 µM; 300,000 tested, 0.39% active; AID 2247;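 active means B-score over 3 SD under the library average, no early fluorescence shift, positive overall ratio signal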
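Test system – stable TRPC4beta/mu-opioid receptor HEK293 cells · Probe or stimulus – DAMGO, a submaximal dose followed by a maximal one · Dosing – one concentration per compound · Signal – Fluo4 calcium fluorescence by kinetic imaging, 5 s 1 Hz baseline · Evaluation – per-well B score of integrated baseline-normalized Fluo4 ratio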
PolyA inh = blocks polyadenylation in yeast reporter cells; S. cerevisiae SKY197-pL101 polyadenylation reporter, beta-gal luminescence; efflux-impaired pdr1/pdr3 knockout yeast; score 100 = 6 SD above DMSO; calls only at 12 µM; 300,000 tested, 0.02% active;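 active means lowest replicate activity score at least 50, where 100 means six control SD above control mean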;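 further: yeast exposed to compound for 9 h at 30 °C; higher score means more reporter readthrough which indicates perturbed polyadenylation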
TRPC4 act = activators of mouse TRPC4 channel. 310,000 tested, 0.49% active. Q9QUQ5. HEK293 TRPC4beta/mu-opioid, Fluo4 calcium fluorescence; hits give high values. B-score at 10 µM;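 active means B-score above 5 SD of library B-scores, and initial fluorescence ratio not above library mean plus 5 SD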;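 further: positive B-score marks a calcium rise read as TRPC4 activation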
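Incubation: 45 min room-temperature Fluo4 loading, 110 s read / System: HEK293 cells stably co-expressing mouse TRPC4beta and mu-opioid receptor / Signal: Fluo4 fluorescence, kinetic / Control set: buffer (low) and maximal DAMGO (high) / Measure: integrated baseline-normalised fluorescence ratio, converted to per-well B score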
TRPC4 PAM = allosteric potentiators of mouse TRPC4 channel; HEK293 TRPC4beta/mu-opioid, DAMGO EC20, Fluo-4 Ca2+ flux; hits give high values; 310,000 tested, 0.42% active; AID 2227; B-score at 10 µM;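 active means B-score of calcium response area above 5 SD of library B-scores, with initial fluorescence ratio within 5 SD of library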;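 further: B-score of integrated fluorescence ratio over time as area under calcium response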
AI-2 QS mod = modulates the Vibrio harveyi AI-2 quorum sensing system | Vibrio harveyi JMH597 AI-2 luminescence/OD600 ratio, 9 h; hits give low values; strain lacks LuxN and CqsS sensors; 0 = neutral-control median | activity change, % at 7.5 µM | 300,000 tested, 0.4% active | AID 2094; in the data active means activity change below about -75%, passing the limit was not always enough;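 further: luminescence divided by OD600 gain over 9 h not by final OD600 alone; inactives centre near 13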
TRPC6 activator = mouse TRPC6 channel activation; B-score at 10 µM; Q61143; HEK293-TRPC6 membrane potential dye fluorescence; hits give high values; 310,000 tested, 0.13% active; AID 2550;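 active means B-score of the integrated fluorescence ratio above library mean plus 3 SD, and starting fluorescence ratio within library mean plus 5 SD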;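 further: higher score means more depolarization so channel activation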
MrgX1 PAM = human MrgX1 positive allosteric modulation, primary screen | Q96LB2 | MrgX1-HEK293, Fluo-4 calcium flux, FDSS; hits give high values | B-score at 10 µM | 310,000 tested, 0.63% active;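 active means plate-corrected calcium response at least 3 library SD above typical, normal starting fluorescence, not activating the receptor alone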;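 further: compound read alongside a low EC10 to EC30 dose of BAM8-22 agonist; peak minus trough fluorescence over baseline measured at the second addition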
Target sequence (Q96LB2 whole entry, looked up): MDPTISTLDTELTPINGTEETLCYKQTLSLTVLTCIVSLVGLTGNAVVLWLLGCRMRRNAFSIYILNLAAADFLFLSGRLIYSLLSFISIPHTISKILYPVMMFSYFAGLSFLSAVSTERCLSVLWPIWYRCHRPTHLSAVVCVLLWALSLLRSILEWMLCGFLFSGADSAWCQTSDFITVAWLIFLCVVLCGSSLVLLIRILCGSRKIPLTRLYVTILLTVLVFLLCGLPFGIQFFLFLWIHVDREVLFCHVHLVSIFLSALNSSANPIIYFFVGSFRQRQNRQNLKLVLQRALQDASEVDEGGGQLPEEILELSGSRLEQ
TRPC6 inhibitor = mouse TRPC6 channel inhibition. Q61143. HEK293-TRPC6, membrane potential dye, ACh-evoked depolarization; hits give low values. B-score at 10 µM. 310,000 tested, 1.1% active. AID 2553;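 active means B-score under library mean minus 3 SD, initial fluorescence not abnormally high, positive integrated signal ratio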;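 further: B-score derived from integrated fluorescence ratio over the kinetic read; more negative B-score means stronger inhibition of depolarization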
MrgX1 antag = human MrgX1 receptor antagonism, primary screen; Q96LB2; B-score at 10 µM; 310,000 tested, 1.3% active; MRGX1-HEK293 calcium flux, Fluo-4, BAM8-22 antagonism; hits give low values;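 active means calcium-response B-score plate-corrected more than 3 library SD below zero, starting fluorescence within 5 deviations, no agonist response on first addition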;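 further: peak minus trough fluorescence over baseline after final BAM8-22 challenge near maximal dose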
MrgX1 agonist = activates human MrgX1 receptor signaling; Q96LB2; MrgX1-HEK293 cells, Fluo-4 calcium fluorescence, agonist mode; hits give high values; B-score at 10 µM; 310,000 tested, 0.44% active;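 active means calcium response B-score plate-corrected fluorescence ratio at least 3 library SD, with starting fluorescence B-score inside 5 SD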
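Test system: HEK293 cells stably expressing human MrgX1 receptor; Input: fifteen thousand cells per well; Dosing: compound delivered in addition one of three; Schedule: overnight seeding, then 1 h dark dye loading; Technique: Fluo-4 NW calcium fluorescence; Measure: B-scored fluorescence response ratio; Controls: positive and negative controls per plate.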
* marks the source's active call; other numbers are inactive results; i = inactive; x = not tested or not shown. The list is partial. The share of hits here may be higher or lower than overall.

SMILES	HIF activator	TRPC4 block	PolyA inh	TRPC4 act	TRPC4 PAM	AI-2 QS mod	TRPC6 activator	MrgX1 PAM	TRPC6 inhibitor	MrgX1 antag	MrgX1 agonist
CC1CCc2c(sc(NC(=O)CCCn3cnc([N+](=O)[O-])n3)c2C(N)=O)C1 (stereo unspecified)	0.1	i	i	i	i	34	i	i	i	i	i
COc1cccc(N2CCN(CC(=O)C34CC5CC(CC(C5)C3)C4)CC2)c1	-0.1	i	i	i	i	29	i	i	i	i	i
O=S(=O)(N/N=C/c1cn(Cc2ccccc2)c2ccccc12)c1ccccc1	0.2	i	i	i	i	7	i	i	i	i	i
CCOC(=O)N1CCC(N2C(=O)c3ccccc3C2Nc2cc(OC)c(OC)c(OC)c2)CC1 (stereo unspecified)	0.0	i	i	i	i	15	i	i	i	i	i
O=C1c2ccccc2S(=O)(=O)N1Cc1nc2ccccc2s1	-1.4	i	i	i	i	15	i	i	i	i	i
Cc1ccc(OCC(=O)N2N=C(c3ccc(Cl)cc3)CC2c2ccco2)c([N+](=O)[O-])n1 (stereo unspecified)	-0.5	i	i	i	i	34	i	i	i	i	i
Cc1c(C)n(C(=O)CSc2ncn[nH]2)c2ccccc12	-0.1	i	i	i	i	4	i	i	i	i	i
CC(=O)c1ccc(NC(=O)c2cnn3c(C(F)F)cc(C4CC4)nc23)cc1	1.9	i	i	i	i	18	i	i	i	-5*	i
O=C(NCCN1CCCCC1)c1ccc(F)cc1Cl	-23	i	i	i	i	11	i	i	i	i	i
O=C(Nc1cc([N+](=O)[O-])ccc1C(=O)Nc1cccnc1)c1ccccc1	0.1	i	i	i	i	1	i	i	i	i	i
COc1cc(CN2CCC(C(=O)N3CCC(C)CC3)CC2)cc(Br)c1O	0.1	i	i	i	i	9	i	i	i	i	i
c1ccc(-c2nnc(CN3CCN(c4ccccc4)CC3)o2)cc1	0.5	i	i	i	i	9	i	i	i	i	i
COc1ccc(C2(C(=O)N3CCCC3)CCOCC2)cc1OC	0.0	i	i	i	i	14	i	i	i	i	i
CC(C)CN(C(=O)COC(=O)C(C)N1C(=O)c2ccccc2C1=O)c1c(N)n(Cc2ccccc2)c(=O)[nH]c1=O (stereo unspecified)	-1.0	i	i	i	i	26	i	i	i	i	i
CCOc1ccc(N(CC(=O)N2CCCC2)S(=O)(=O)c2ccc(F)cc2)cc1	0.2	i	i	i	i	17	i	i	i	i	i
COc1ccc(C(c2nnnn2Cc2ccccc2)N2CCN(C(=O)c3ccco3)CC2)cc1 (stereo unspecified)	-0.7	i	i	i	i	37	i	i	i	i	i
CC(OC(=O)C1CC1)C(=O)Nc1cc(C(F)(F)F)ccc1Cl (stereo unspecified)	-0.5	i	i	i	i	18	i	i	i	i	i
O=c1c(-c2cccc3ccccc23)[n+]([O-])c2ccccc2n1O	1.5	i	i	i	i	18	i	i	i	i	i
Cc1nn(-c2cccc(Cl)c2)nc1C(=O)O	-0.4	i	i	i	i	15	i	i	i	i	i
c1ccc2nc(-c3ccncc3)ccc2c1	1.3	i	i	i	i	-4	i	i	i	i	i
CCN(CC)c1ccc(N)cc1S(=O)(=O)Nc1ccc(OC)cc1	-0.3	i	i	i	i	24	i	i	i	i	i
CC1(C)Cc2c(sc(NC(=O)c3ccc(S(=O)(=O)N4CCCCCC4)cc3)c2C(N)=O)C(C)(C)N1	0.2	i	i	i	i	34	i	i	i	i	i
O=C(CSc1cc(Cl)ccc1Cl)NC1CCCc2ccccc21 (stereo unspecified)	0.1	i	i	i	i	28	i	i	i	i	i
Cc1ncsc1C(=O)O	-0.6	i	i	i	i	1	i	i	i	i	i
COc1ccc(/C=C(\NC(=O)c2ccc(C)cc2)C(=O)NCCCn2ccnc2)cc1	-0.6	i	i	i	i	18	i	i	i	i	i

(more compounds)
SMILES	HIF activator	TRPC4 block	PolyA inh	TRPC4 act	TRPC4 PAM	AI-2 QS mod	TRPC6 activator	MrgX1 PAM	TRPC6 inhibitor	MrgX1 antag	MrgX1 agonist
COc1cc(/C=C(/C#N)c2ccccc2)ccc1Oc1ccc([N+](=O)[O-])cn1	-0.7	i	i	i	i	-8	i	i	i	i	i
CCCCC(CC)C(=O)NCc1ccccc1OC (stereo unspecified)	0.0	i	i	i	i	11	i	i	i	i	i
CCN(CC)CC#CCC1(O)c2ccccc2-c2ccccc21	-0.4	i	i	i	i	16	i	i	i	i	i
CCN(CC(=O)Nc1cc(Cl)ccc1C)C(=O)c1cc(S(=O)(=O)N2CCCCCC2)ccc1OC	-7.4	i	i	i	i	39	i	i	i	i	i
CCCCOc1ccc(/C=C/C2=CC(C)(C)NC(=S)N2)cc1OCC	-0.3	i	i	i	i	32	i	i	i	i	i
Cc1ccc2nc(-c3ccc(SCC(=O)Nc4nnc(C)s4)nc3)[nH]c2c1	x	i	x	i	i	4	i	i	i	i	i
O=C(N1CCOCCOc2ccccc2OCCOCC1)C(F)(F)F	1.2	i	i	i	i	-1	i	i	i	i	i
CC(C)(C)c1nnc2cccc(Cl)n12	0.7	i	i	i	i	42	i	i	i	i	i
Cc1ccc(S(=O)(=O)Cc2ccc(C(=O)N3CCCCCC3)o2)cc1	x	i	i	i	i	20	i	i	i	i	i
O=C(COC(=O)c1ccccc1C(=O)c1ccccc1)NCCc1ccccc1	0.1	i	i	i	i	23	i	i	i	i	i
C=CCc1cc2c(oc(=O)c3ccccc32)c(C)c1O	-0.4	i	i	i	i	10	i	i	i	i	i
O=S(=O)(c1cccc(NC(=S)N2CCN(c3ccccc3)CC2)c1)C(F)F	-0.3	i	i	i	i	19	i	i	i	i	i
CCN(CC)c1ccc(N2C(=O)/C(=C\c3cccnc3)SC2=S)cc1	0.3	i	i	i	i	14	i	i	i	i	i
CC1(C)CC(=O)c2c(nc(SCC(=O)Nc3nsc(-c4ccccc4)n3)c(C#N)c2-c2ccccc2)C1	0.0	i	i	i	i	14	i	i	i	i	i
Cc1ccccc1NS(=O)(=O)c1ccc(C(=O)NCC(c2ccco2)N(C)C)cc1 (stereo unspecified)	1.5	i	i	i	i	12	i	i	i	i	i
CCOC(=O)c1cc(-c2ccccc2)sc1NC(=O)C(C)Sc1nnnn1C (stereo unspecified)	-0.1	i	i	i	i	22	i	i	i	i	i
COc1ccc(NC(=O)CC(C)NCCCN2CCCC2=O)cc1 (stereo unspecified)	1.3	i	i	i	i	4	i	i	i	i	i
CCOC(=O)CSc1nc(C(C)C)nc2ccccc12	-0.2	i	i	i	i	23	i	i	i	i	i
ON1C2CCCCC2N(O)C1c1c(F)c(F)c(F)c(F)c1F (stereo unspecified)	-0.2	i	i	i	i	14	i	i	i	i	i
COc1ccccc1NC(=O)C(C)OC(=O)C1CCC(C(C)(C)C)CC1 (stereo unspecified)	-0.5	i	i	i	i	-19	i	i	i	i	i
COc1ccc(OCC(=O)NCCc2ccc(S(N)(=O)=O)cc2)cc1	-0.7	i	i	i	i	-11	i	i	i	i	i
CCCC[N+](CC#Cc1ccccc1)(CCCC)CCCS(=O)(=O)[O-]	-0.4	i	i	i	i	18	i	i	i	i	i
Nc1c(-c2ccccc2)n[nH]c1-c1ccccc1	2.3	i	i	i	i	11	i	i	i	i	i
CCc1ccc(C(C)NC(=S)NCc2ccc(F)cc2)cc1 (stereo unspecified)	-0.3	i	i	i	i	-15	i	i	i	i	i
O=C(Nc1cc(C(F)(F)F)ccc1N1CCOCC1)c1c(F)c(F)c(F)c(F)c1F	1.1	i	i	i	i	17	i	i	i	i	i

Brought forward from above: four compounds, then new ones.
SMILES	HIF activator	TRPC4 block	PolyA inh	TRPC4 act	TRPC4 PAM	AI-2 QS mod	TRPC6 activator	MrgX1 PAM	TRPC6 inhibitor	MrgX1 antag	MrgX1 agonist
CCCC[N+](CC#Cc1ccccc1)(CCCC)CCCS(=O)(=O)[O-]	-0.4	i	i	i	i	18	i	i	i	i	i
Nc1c(-c2ccccc2)n[nH]c1-c1ccccc1	2.3	i	i	i	i	11	i	i	i	i	i
CCc1ccc(C(C)NC(=S)NCc2ccc(F)cc2)cc1 (stereo unspecified)	-0.3	i	i	i	i	-15	i	i	i	i	i
O=C(Nc1cc(C(F)(F)F)ccc1N1CCOCC1)c1c(F)c(F)c(F)c(F)c1F	1.1	i	i	i	i	17	i	i	i	i	i
CCOc1ccc2nc(C)cc(C(=O)O)c2c1	0.0	i	i	i	i	12	i	i	i	i	i
O=C(Nc1ccc(F)cc1Cl)c1ccc2c(=O)n3c(nc2c1)CCC3	2.6	i	i	i	i	8	i	i	i	i	i
O=C(c1ccccc1F)N(Cc1ccccc1)C1CCS(=O)(=O)C1 (stereo unspecified)	-0.6	i	i	i	i	6	i	i	i	i	i
CCC(C)C1Nc2ccc(C(=O)NCc3ccc4c(c3)OCO4)cc2NC1=O (stereo unspecified)	-14	i	i	i	i	10	i	i	i	i	i
COc1ccc(N2C(=O)C(Cl)=C(Nc3ccccc3OC)C2=O)cc1	-0.2	i	i	i	i	10	i	i	i	i	i
CC(=O)c1ccccc1N(C(=O)c1ccco1)C(C(=O)NC1CCCC1)c1ccc(C)cc1 (stereo unspecified)	-0.2	i	i	i	i	-4	i	i	i	i	i
Cc1cc(C)c(Cn2c3ccccc3c3cnn(CC(=O)NCc4ccccn4)c(=O)c32)c(C)c1	0.1	i	i	i	i	8	i	i	i	i	i
CCOc1ccc(N(CC(=O)NCCc2ccc(OC)cc2)S(C)(=O)=O)cc1	0.1	i	i	i	i	12	i	i	i	i	i
Cc1ccc(CNS(=O)(=O)c2ccc3c(c2)CCN3C(=O)C2CCC2)cc1	-0.4	i	i	i	i	8	i	i	i	i	i
Cc1noc(C)c1COC(=O)C1COc2ccccc2O1 (stereo unspecified)	-0.2	i	i	i	i	10	i	i	i	i	i
CCCN1CCN(CCCNC(=O)CCn2nc(-c3ccccc3)ccc2=O)CC1	0.3	i	i	i	i	-13	i	i	i	i	i
Cc1cc(Cl)c(S(=O)(=O)NCc2cccnc2)cc1OCC(=O)NC1CCCCC1	0.0	i	i	i	i	12	i	i	i	i	i
COc1ccc(CCNC(=O)c2cc3c(F)cccc3s2)cc1OC	0.1	i	i	i	i	12	i	i	i	i	i
